Screening results as filed in PubChem.
Lipid storage S3: qHTS Assay for Lipid Storage Modulators in Drosophila S3 Cells; Drosophila S3 cells, BODIPY lipid droplet fluorescence, 18-24 h; cells fed with added oleic acid; Potency in µM for hits, for the others lipid storage change, negative = inhibition, % at the top dose, mostly 46.1 µM; 0.64% of 320,000 active; AID 2685, 2010; active means well fitted inhibition curve with a large enough effect in the signal ratio, with a control signal flat, not every such curve was filed as active; inconclusive means small, poorly fitted or top-dose-only effect, or effect the other way, or a change in a side signal; the % refers to the signal ratio
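Drosophila S3 cells got compounds at several concentrations plus oleic acid (400 uM solution). Laser-scanning cytometry with 488 nm excitation read lipid droplets at 500-530 nm and cells at 575-640 nm. Percent activity was relative to 20 uM Triacsin C.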
Lipid storage S3 cell count max: further read-out of Lipid storage S3, marked with its call; cell number change, %; measured here: cell count max response;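 cells counted by Cell Tracker Red CMTPX staining in the red channel; peak over a dose series mostly up to 46.1 µM; percent activity relative to internal control wells on each plate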
Starred values were filed as active, the others as inactive; i = inactive; ? = inconclusive; / = not tested or not shown. On the % scale 0 is the no-effect control and ±100 the full control effect; potency means the concentration at half of the fitted maximal effect. The list is partial (hit frequency here may not be typical).

Under each structure: Lipid storage S3 cell count max | Lipid storage S3
1. C#CCOCCOCCOCCNc1nc(N2CCN(C(=O)[C@H]([C@@H](C)CC)n3cc([C@@H](N)Cc4ccc(O)cc4)nn3)CC2)nc(N2CCN(C(=O)[C@H](Cc3ccc(O)cc3)n3cc([C@@H](N)CC(C)C)nn3)CC2)n1
    -13 | -6%
2. O=C(O)c1ccccc1SC1CC(=O)N(c2cccc3ccccc23)C1=O (stereo not given)
    / | ?
3. Cc1ccc(N2C(=O)CC(Cc3cccc(C)c3)C2=O)cc1 (stereo not given)
    14 | 15%
4. CC1(C(=O)NCCOc2ccccc2Cl)CC1(Cl)Cl (stereo not given)
    / | ?
5. CC(=O)Nc1ccc(NC(=O)C(C)OC(=O)C2CCN(S(=O)(=O)c3ccccc3C(F)(F)F)CC2)cc1 (stereo not given)
    / | ?
6. CCN1CCN(S(=O)(=O)c2ccc(Br)s2)CC1
    / | ?
7. NC(=O)Cn1nnc(-c2ccc(C(F)(F)F)cc2)n1
    / | i
8. CCOC(=O)C1C(=O)CC(C)(O)C(C(=O)OCC)C1c1ccc(OCC)cc1 (stereo not given)
    21 | i
9. COC(/C=C/Nc1ccc(C)c(C)c1)=C(C#N)C#N
    / | ?
10. COc1ccc(NC(=O)c2cccnn2)cc1
    10 | 15%
11. O=[N+]([O-])c1ccc(C2=NN(c3ccccc3)C(c3ccco3)C2)cc1 (stereo not given)
    / | ?
12. COc1ccc(NC(=O)CCS(=O)(=O)c2ccc3c(c2)oc(=O)n3C)cc1OC
    -11 | i
13. COc1cc(OC)cc(C(=O)NC(=S)Nc2ccc(NC(=O)c3ccco3)cc2)c1
    / | ?
14. COc1ccc(C(CNC(=O)CN2C(=O)NC3(CC(C)CC(C)(C)C3)C2=O)N2CCOCC2)cc1 (stereo not given)
    / | ?
15. COc1cc(/C=C2/C(=N)N3C=CSC3=NC2=O)ccc1OCCCOc1cc(C)ccc1C
    / | -1%
16. CC(C)CC1Nc2ccc(C(=O)NCCCN3CCOCC3)cc2NC1=O (stereo not given)
    7 | i
17. COc1cccc(NC(=O)[C@H](Cc2c[nH]c3ccccc23)NC(=O)[C@@H]2Cc3ccccc3CN2)c1
    -7 | 3%
18. COCCn1c(N2CCN(c3ccccc3)CC2)nc2c1c(=O)n(C)c(=O)n2C
    -7 | -4%
19. O=C(CSC1=NCCS1)NCc1ccco1
    / | ?
20. COc1cc(-c2nc3ccccn3c2/N=C/c2ccc(F)cc2)ccc1O
    -2 | 10%
21. CC(=O)N1CCN(c2c(F)c(F)c(C(F)(F)F)c(F)c2F)CC1
    / | -17%
22. CCOC(=O)c1c(NC(=S)Nc2ccc(Cl)cc2)sc(C)c1C
    / | ?
23. O=C(Nc1cccc([N+](=O)[O-])c1)c1cc(S(=O)(=O)Nc2ccccn2)ccc1Cl
    8 | -2%
24. COCCN(Cc1nc2ccccc2c(=O)[nH]1)C(=O)c1cccc(S(=O)(=O)N2CCCC2)c1
    / | ?
25. Cc1ccc(-n2nc(C(=O)O)c(C)c(C#N)c2=O)cc1Cl
    / | ?
26. O=C(Nc1ccc([N+](=O)[O-])cn1)c1cc(-c2cccc(Cl)c2)nc2ccccc12
    1 | 6%
27. O=C(c1cc2n(n1)C(C(F)(F)F)CC(c1ccc(Cl)cc1)N2)N1CCCC1 (stereo not given)
    / | i
28. Cc1cc(OC(=O)c2ccccc2C(F)(F)F)c([N+](=O)[O-])c(=O)[nH]1
    / | ?
29. CC(C)Oc1ccc(C(=O)NCc2cccs2)cc1
    / | ?
30. COC(=O)[C@@H](NC(=O)NC1CCCc2ccccc21)C(C)C (stereo not given in full)
    / | ?

Structures shown so far with a COOH group (2):
Under each structure: Lipid storage S3 cell count max | Lipid storage S3
2. O=C(O)c1ccccc1SC1CC(=O)N(c2cccc3ccccc23)C1=O (stereo not given)
    / | ?
25. Cc1ccc(-n2nc(C(=O)O)c(C)c(C#N)c2=O)cc1Cl
    / | ?

Going on with the list:
Under each structure: Lipid storage S3 cell count max | Lipid storage S3
31. CCOC(=O)C(=CN(CCc1ccccc1)CC(=O)OC)C(=O)OCC
    / | ?
32. C[C@]1(C(=O)O)Cc2oncc2C[C@@H]1C(=O)O
    / | ?
33. Cc1ccc(NC(=O)NNC(=O)c2sccc2-n2cccc2)cc1
    / | ?
34. COCCCNc1ncnc2sc3c(c12)CCC(C)C3 (stereo not given)
    8 | 1%
35. COc1cccc(/C=N/NC(=O)c2csc(-n3nc(C)cc3C(F)(F)F)n2)c1
    -9 | -6%
36. Cc1ccc(CN2CCC(n3nccc3NC(=O)C3CCOC3)CC2)cc1 (stereo not given)
    / | ?
37. Cc1ccc(S(=O)(=O)n2nc(OC(=O)c3ccccc3F)cc2N)cc1
    / | ?
38. CCC(=O)N1CCc2cc(Br)cc(S(=O)(=O)CCC(=O)N(C)c3cccc(C)c3)c21
    2 | 13%
39. CCOC(=O)C1CCN(C(=O)COC(=O)c2ccc3c(c2)C(=O)N(c2ccc(OCC)cc2)C3=O)CC1
    / | ?
40. Cc1ccc(C2=N/C(=C/c3cccs3)C(=O)N2Nc2ccccc2)cc1
    / | ?
41. CCc1cc(=O)oc2cc(C)cc(OCC(=O)NC(Cc3c[nH]c4ccc(O)cc34)C(=O)O)c12 (stereo not given)
    / | ?
42. COc1ccc(OC)c(NS(=O)(=O)c2c(C)nc3sccn3c2=O)c1
    / | ?
43. Cc1ccc(Oc2ccc(S(=O)(=O)N3CCOCC3)cc2C(N)=O)cc1C
    17 | -13%
44. CCCc1cc(C(=O)Nc2cccc([N+](=O)[O-])c2)cs1
    24* | 20µM*
45. Cc1ccc2nsnc2c1NC(=O)c1ccc([N+](=O)[O-])o1
    0.9* | 18µM*
46. Cc1ccc(OCC(=O)N2CCN(S(C)(=O)=O)CC2)cc1
    15 | -7%
47. O=S(=O)(Nc1cccc(-n2cnnn2)c1)c1ccc(Cl)nc1
    / | ?
48. CCCNC(=O)Cn1cnc([N+](=O)[O-])n1
    0 | 2%
49. CCC(Sc1nc2n[nH]c(C)c2c(=N)n1-c1cc(Cl)ccc1C)C(=O)N1CCOCC1 (stereo not given)
    1 | 6%
50. Cc1ccc(C)c(SCC(=O)Nc2ccc(S(=O)(=O)Nc3ncccn3)cc2)c1
    8 | 13%
51. COc1cccc(N/N=C/c2cccc(Br)c2O)c1
    / | ?
52. COc1ccc(CNC(=O)C2CCN(C(=O)c3sccc3-n3cccc3)CC2)cc1
    6 | i
53. CCOC(=O)N1CCC(NC(=O)C2CCN(S(=O)(=O)N3CCC(C)CC3)CC2)CC1
    / | ?
54. CCC(C)[C@H](NC(=O)c1cn(CC)c2cc3c(cc2c1=O)OCO3)C(=O)NCCCn1ccnc1 (stereo not given in full)
    / | ?
55. CCC(C)(C)n1nnnc1C(c1ccccn1)N1CCCCC1 (stereo not given)
    7 | 6%
56. CCOC(=O)CSc1nc2cc(S(=O)(=O)Nc3ccccc3OC)ccc2o1
    -17* | 29µM*
57. CCOC(=O)C1CCCCN1Cc1ccccc1C(F)(F)F (stereo not given)
    / | ?
58. COc1ccc(OC)c(NC(=O)CN(C)S(=O)(=O)c2ccc3nc(C)sc3c2)c1
    8 | 8%
59. O=C(COc1cc(Cl)c(Cl)cc1Cl)NCCN1CCOCC1
    / | ?
60. CC(C)C(OC(=O)c1cccs1)C(=O)NCc1ccc(F)cc1 (stereo not given)
    5 | -8%
61. COc1ccccc1NC(=O)c1cc(N2C(=O)C3C4CCC(C4)C3C2=O)ccc1Cl (stereo not given)
    / | ?
62. Cc1cccc(-n2c(SCN3C(=O)c4ccccc4C3=O)nc3ccccc3c2=O)c1
    1 | 6%
63. CC(=O)c1ccc(O)c(CSC2=NCCS2)c1
    / | ?
64. CC(C)CCNC(=O)c1ccc(CSCc2cccc(F)c2)o1
    17 | 5%
65. Nn1c(Cc2cccc3ccccc23)nnc1SCc1ccccc1
    14 | 21%
66. C/C(=N\NC(=O)c1nn(C)c(C)c1Br)c1ccc(NC(=O)c2ccoc2C)cc1
    / | ?
67. COc1ccc(OCc2cc(C(=O)N(C)Cc3cc(C)no3)no2)c(Cl)c1
    / | ?
68. O=S(=O)(Oc1ccccc1N1CCCCC1)c1ccccc1
    / | ?
69. Cc1ccc(C(=O)N2CCC3(CC2)NCCc2[nH]cnc23)cc1
    / | ?
70. Cn1nc(NC(=O)CC(C)(C)CC(=O)O)c2ccccc21
    20 | -9%
71. Cc1cc(C(=O)CN2CCN(CC(=O)Nc3ccc(F)cc3)CC2)c(C)n1C1CC1
    / | ?
72. COC(=O)CC1COc2ccccc2N1C(=O)/C=C/c1ccccc1 (stereo not given)
    / | ?
73. Cc1ccc(NC(=O)COC(=O)/C=C/c2c(C)nn(-c3ccc(F)cc3)c2Cl)cc1F
    / | ?
74. CC1(C)CC(C(=O)Nc2nccs2)CCO1 (stereo not given)
    / | ?
75. CCCCn1c(N)c(N(CC)C(=O)c2ccc(Cl)c(Cl)c2)c(=O)[nH]c1=O
    / | ?
76. O=C1CCCN1CC(CN1CCOCC1)Sc1nc2ccccc2c(=O)n1-c1ccccc1 (stereo not given)
    / | ?
77. CC(=O)c1cn(CC(=O)Nc2ccccc2C(F)(F)F)c2ccccc12
    / | ?
78. CCOC(=O)c1nn(-c2ccc(Cl)cc2Cl)c(=N)c(C#N)c1C
    4.2* | 18µM*
79. COc1cc(/C=C2/SC(=S)NC2=O)ccc1OS(=O)(=O)c1ccc(C)cc1
    / | ?
80. CCCC/C(C)=N/NC(=O)C(=O)NCCc1ccccc1
    -17 | 9%
81. Cc1ccc(S(=O)(=O)N(CC(=O)Nc2cc(C)ccc2C)C(=O)N2CCN(C)CC2)cc1
    / | ?
82. CC(C)c1ccc(NC(=O)CCNC(=O)Cn2cnc3ccccc3c2=O)cc1
    / | ?
83. Cc1nonc1NC(=O)CSc1nc2c(C)cccc2cc1C#N
    / | ?
84. CN1CCc2c(sc3nc(SCC(=O)N4CCOCC4)nc(N)c23)C1
    / | ?
85. Cc1ccc(CCNC(=O)c2ccc3nc4ccc(Cl)cc4c(=O)n3c2)cc1
    12 | 0%
86. O=c1cc(N2CCCCC2)nc2n1CCCS2
    / | ?
87. COc1cc(/C=N/n2nnnc2N)ccc1OC(C)C
    / | ?
88. Cc1ccccc1C(=O)OCC(=O)NCC1COc2ccccc2O1 (stereo not given)
    / | ?
89. O=C(/C=C/c1cccc([N+](=O)[O-])c1)NCCSCc1ccco1
    / | ?
90. CCOC(=O)C1(CCOc2ccccc2)CCN(Cc2cccn2-c2cccnc2)CC1
    -3 | 2%

By substructure, those above with a CF3 group
Under each structure: Lipid storage S3 cell count max | Lipid storage S3
5. CC(=O)Nc1ccc(NC(=O)C(C)OC(=O)C2CCN(S(=O)(=O)c3ccccc3C(F)(F)F)CC2)cc1 (stereo not given)
    / | ?
7. NC(=O)Cn1nnc(-c2ccc(C(F)(F)F)cc2)n1
    / | i
21. CC(=O)N1CCN(c2c(F)c(F)c(C(F)(F)F)c(F)c2F)CC1
    / | -17%
27. O=C(c1cc2n(n1)C(C(F)(F)F)CC(c1ccc(Cl)cc1)N2)N1CCCC1 (stereo not given)
    / | i
28. Cc1cc(OC(=O)c2ccccc2C(F)(F)F)c([N+](=O)[O-])c(=O)[nH]1
    / | ?
35. COc1cccc(/C=N/NC(=O)c2csc(-n3nc(C)cc3C(F)(F)F)n2)c1
    -9 | -6%
57. CCOC(=O)C1CCCCN1Cc1ccccc1C(F)(F)F (stereo not given)
    / | ?
77. CC(=O)c1cn(CC(=O)Nc2ccccc2C(F)(F)F)c2ccccc12
    / | ?

Remaining list, next part.
Under each structure: Lipid storage S3 cell count max | Lipid storage S3
91. O=C(CN1CCCN(S(=O)(=O)c2ccc(F)cc2)CC1)Nc1ccccc1Br
    0 | 0%
92. Cc1ccccc1-n1nc(C)c(N=O)c1N
    / | ?
93. O=C(CNC(=O)c1cc(Cl)cc([N+](=O)[O-])c1)OCC(=O)N1CCCCC1
    / | ?
94. CCOc1ccc(NC(=S)Nc2ccc(C)c([N+](=O)[O-])c2)cc1
    / | ?
95. OC(CNC1CCCC1)COc1ccccc1Br (stereo not given)
    / | ?
96. O=C(C1CCCN(c2ncnc3c2nc2n3CCCCC2)C1)N1CCN(c2ccccc2F)CC1 (stereo not given)
    / | ?
97. Cc1cc(C)n(-c2nncc(-c3ccccc3)n2)n1
    / | ?
98. Cc1ccc(-c2cnc(NC(=O)CCC(=O)N(C)Cc3ccccc3)n2C)cc1
    -11 | -8%
99. Cc1ccc(S(=O)(=O)N2CCOCC2)cc1C(=O)OC(C)C(=O)NC1CCCC1 (stereo not given)
    / | ?
100. NC(=O)CSc1nnc2n(N)c(=O)c3ccccc3n12
    -8 | -13%
101. CC1CCCC(NC(=O)CN2C(=O)NC(c3ccccc3)(c3ccccc3)C2=O)C1C (stereo not given)
    / | ?
102. CCc1nnc(N/N=C/c2ccccc2F)n1N
    / | ?
103. CCOc1cc(CNc2ccc3c(c2)OCCO3)cc(Br)c1OC
    / | ?
104. CCCn1c(N)c(C(=O)CSc2nc3ccccc3c(=O)n2-c2ccc(OC)cc2)c(=O)[nH]c1=O
    / | ?
105. Fc1ccc(N2CCN(c3nc(-c4ccco4)cc(C(F)(F)F)n3)CC2)cc1
    / | ?
106. O=C(CSc1nnc(-c2ccccc2Br)o1)Nc1cccc2ccccc12
    / | ?
107. N#CCCN(CCC#N)C(=O)c1ccc(Cl)cc1
    / | ?
108. CCOC(=O)[C@H]1[C@H]2COc3ccc(Br)cc3[C@@H]2N2C(=O)c3ccc(F)cc3NC(=O)[C@@]12C
    / | ?
109. COc1ccc(/C(C)=N/NC(=O)CNC(=O)c2cccnc2)c(OC)c1
    4 | -4%
110. O=c1[nH]nc(Cc2ccc(Cl)cc2Cl)c2ccccc12
    / | ?
